Compound activity deposited in PubChem BioAssay by The Scripps Research Institute Molecular Screening Center.
CHRM1 antagonist: blocks human M1 muscarinic receptor; P11229; CHO-K1 hM1, Fluo-8 calcium fluorescence, ACh EC80 antagonist; inhibition, % at 3 µM; 1.3% of 360,000 active;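 active = percent inhibition above its own plate's cutoff, namely the mean of that plate's compound wells plus 3 SD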;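 note: peak over basal fluorescence ratio during 140 s after agonist addition; 0% = ACh EC80 plus DMSO and 100% = DMSO alone without agonist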
CHO parental Ca: counter-screen: ATP calcium response change in parental CHO cells; 0.63% of 330,000 active; inhibition, % at 5.6 µM; AID 463079; parental CHO-K1, ATP-induced calcium, Fluo-8 fluorescence;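 active = inhibition above that plate's mean sample inhibition plus 3 SD, cut at about 26% in these data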;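 note: 0% = ATP-challenged DMSO wells and 100% = DMSO wells without ATP; some compounds past the cut are filed as inactive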
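Material: Parental CHO cells | Reagent: ATP | Compound dosing: Single nominal dose of 5.6 µM per compound | Detection: Intracellular calcium via Fluo-8 no-wash fluorescent dye | Read-out: % inhibition of ATP-induced calcium mobilization | Benchmarks: Low control ATP plus DMSO, high control DMSO only | Replicates: Singlicate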
M1 ag: activates human CHRM1 receptor; CHO-K1 hM1, Fluo-8 calcium fluorescence, agonist mode; 0% DMSO, 100% acetylcholine EC100; 0.33% of 360,000 active; P11229; activation, % at 3 µM; AID 588814;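 active = activation above the run's mean compound activation plus 3 SD, cut at about 16% in these data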;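 note: peak over basal fluorescence ratio within a 140 s kinetic read after compound addition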
M4 ag: CHRM4 agonism in calcium assay | P08173 | CHO-K1 hM4/Gqi5, Fluo-8 calcium fluorescence; vehicle 0%, full acetylcholine response 100% | activation, % at 3 µM | 0.14% of 360,000 active | AID 624127;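 active = activation above the run mean over all test wells plus 3 SD, cut at about 32% in these data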;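 note: peak over basal fluorescence ratio per well then scaled between controls; 0% = DMSO wells and 100% = acetylcholine at EC100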
Target sequence (P08173 whole entry, looked up): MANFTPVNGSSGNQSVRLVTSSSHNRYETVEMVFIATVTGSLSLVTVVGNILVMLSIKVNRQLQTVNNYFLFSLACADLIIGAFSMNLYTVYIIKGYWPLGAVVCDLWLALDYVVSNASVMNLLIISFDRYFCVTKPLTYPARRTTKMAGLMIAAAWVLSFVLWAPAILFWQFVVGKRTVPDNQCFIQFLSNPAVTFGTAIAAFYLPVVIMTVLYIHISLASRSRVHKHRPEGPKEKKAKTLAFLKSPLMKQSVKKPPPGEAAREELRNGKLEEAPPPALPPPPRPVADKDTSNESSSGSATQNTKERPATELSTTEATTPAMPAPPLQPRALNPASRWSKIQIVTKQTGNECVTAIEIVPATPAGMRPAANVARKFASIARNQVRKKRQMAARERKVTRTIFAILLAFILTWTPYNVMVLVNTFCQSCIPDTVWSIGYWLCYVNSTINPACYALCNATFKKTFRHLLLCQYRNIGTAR
CHO-K1 Ca ag: M1 agonist counterscreen hit in parental CHO-K1 cells. Fluo-8 calcium fluorescence; scaled to maximal ATP response, vehicle zero. activation, % at 3 µM. 0.48% of 360,000 active. AID 602248; in the data active = activation above about 15%;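 note: untransfected CHO-K1 host cells lacking M1 receptor as counterscreen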
CHO-K1 Ca antag: M1 antagonist counterscreen hit in parental CHO-K1 cells; ATP-induced calcium, Fluo-8 fluorescence; inhibition, % at 3 µM; 0.6% of 360,000 active; AID 602250;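 active = inhibition above a per-plate cutoff, the plate's mean sample inhibition plus 3 SD, cut at about 24% in these data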;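 note: 0% = DMSO plus EC80 ATP and 100% = DMSO alone without ATP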
CHRM1 PAM: human CHRM1 positive allosteric modulation | AID 588819 | CHO-K1 hM1, Fluo-8 calcium fluorescence, ACh EC20; 0% = ACh EC20, 100% = maximal ACh | 0.088% of 360,000 active | activation, % at 3 µM | P11229; in the data active = activation above about 19%, passing the limit was not always enough
CHRM4 antagonist: blocks acetylcholine activation of human M4 receptor | P08173 | inhibition, % at 3 µM | 0.73% of 360,000 active | CHO-hM4 cells, ACh EC80, Fluo-8 calcium fluorescence | AID 624125;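 active = inhibition above its plate's cutoff, the mean inhibition of sample wells plus 3 SD, cut at about 27% in these data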;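 note: 0% = acetylcholine EC80 with DMSO and 100% = DMSO without agonist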
OXTR potentiator: potentiates the human oxytocin receptor response. CHO-OTR cells, Fluo-8 calcium fluorescence, potentiator mode; 0% = oxytocin EC15, 100% = EC100. AID 2445. 0.061% of 320,000 active. P30559. activation, % at 3 µM;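 active = activation above that plate's cutoff, the mean activation of tested compounds plus 3 SD, cut at about 6.6% in these data, passing the limit was not always enough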;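 note: 100% uses oxytocin at 75 nM as the full agonist control; some results filed as inactive read as strong as hits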
Target sequence (P30559 whole entry, looked up): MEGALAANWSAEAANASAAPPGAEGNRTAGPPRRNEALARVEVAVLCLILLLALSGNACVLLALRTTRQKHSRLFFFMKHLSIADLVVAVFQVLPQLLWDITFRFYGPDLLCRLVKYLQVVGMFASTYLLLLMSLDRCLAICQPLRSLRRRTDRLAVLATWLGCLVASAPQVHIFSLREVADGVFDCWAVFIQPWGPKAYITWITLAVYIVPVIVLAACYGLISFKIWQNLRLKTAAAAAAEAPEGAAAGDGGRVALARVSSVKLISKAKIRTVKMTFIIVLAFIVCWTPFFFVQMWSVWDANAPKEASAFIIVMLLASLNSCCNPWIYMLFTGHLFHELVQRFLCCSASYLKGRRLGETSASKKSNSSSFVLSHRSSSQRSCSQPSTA
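Assay system: CHO cell line stably expressing human OTR | Also added: Oxytocin at about EC15, sub-maximal agonist stimulus | Times: Compound 6 min at room temperature before oxytocin, 100 s read | Measured by: Fluo-8 intracellular calcium fluorescence, ex 470-495, em 515-575 nm | Controls: EC15 oxytocin alone as 0%, 75 nM oxytocin as 100%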
* = called active by the depositor; / = not tested or not shown. Rows are unselected. Share with any hit: about 2.9%.

SMILES	CHRM1 antagonist	CHO parental Ca	M1 ag	M4 ag	CHO-K1 Ca ag	CHO-K1 Ca antag	CHRM1 PAM	CHRM4 antagonist	OXTR potentiator
O=C(Cn1nnc(-c2ccc(CN3CCOCC3)cc2)n1)Nc1nc(-c2ccccc2)cs1	15	-3	-1	11	5.1	-4	-11	-5	-10
O=C1C2C3CCCC3=C3CCCC3C2C(=O)N1c1ccc(F)cc1 (stereo not given)	-2	-19	-7	-1	0.6	-9	-23	5	-6
Cc1c(Br)ccc(NC(=O)COc2ccccc2C(N)=O)c1C	2	-13	-6	5	4.8	-6	0	3	-2
CN1C(=O)N(CC(=O)Nc2sccc2C(N)=O)C(=O)C12CCCCC2	6	-19	-5	0	-0.3	-17	-5	2	-4
O=C(CC1C(=O)NCCN1C(=O)Nc1ccccc1)Nc1ccc(F)cc1 (stereo not given)	-13	-4	-3	0	0.4	-4	10	-2	2
CC(C)NCC(O)COCCOc1ccc(Cl)cc1 (stereo not given)	-10	-6	-4	0	0.3	0	4	-6	0
CCOC(=O)C1=C(COC(=O)CNC(=O)c2cccc(C)c2)NC(=O)NC1C (stereo not given)	-10	-4	-1	3	1.7	-5	5	-2	-1
CCOC(=O)c1[nH]c(C)c(C(=O)N(CC)CC)c1C	2	-12	-4	0	-0.1	-3	-2	7	-4
CCCCn1c(N)c(N(CCOC)C(=O)COC(=O)/C=C/c2ccc(Br)cc2)c(=O)[nH]c1=O	-5	2	-3	0	1.3	-12	4	2	-4
O=C(CCN1C(=O)/C(=C/c2ccc(Cl)cc2)SC1=S)Nc1cccnc1	-12	0	-3	0	0.5	3	10	14	-2
C[C@@H]1CN([C@@H](C)CO)C(=O)c2cccc(NS(=O)(=O)c3ccc(F)cc3)c2O[C@H]1CN(C)C(=O)NC1CCCCC1	-5	-12	-7	0	0.1	-13	5	6	-2
COc1cccc(/C=N/n2c(-c3ccco3)nc3ccccc3c2=O)c1	26	-16	0	9	3.3	14	-12	-7	-9
COc1c(Cl)cc(-c2noc(C)c2C(=O)NCc2ccc3c(c2)OCO3)cc1Cl	-8	-11	-7	4	0.8	-10	-1	-11	-2
C[C@@H]1CN([C@H](C)CO)C(=O)c2cc(Br)cnc2O[C@H]1CN(C)C(=O)Cc1ccncc1	-3	/	-6	0	0.0	-5	-1	-9	/
Cc1ccc(C(=O)CCC(=O)Nc2ccccc2F)cc1	-7	/	-4	0	1.1	-13	6	0	/
Cc1cc(C#N)c2ccccc2n1	22	5	0	0	0.1	21	-7	1	-11
O=C(NCCCN1CCOCC1)c1cccc(S(=O)(=O)N2CCc3ccccc3C2)c1	-18	-19	-4	6	0.2	5	17	-3	-1
CCN(CC)C(=O)COC(=O)c1ccc(C)c(NC(=O)c2ccco2)c1	0	-9	-2	1	0.1	-4	5	-7	-12
O=C(COC(=O)C1CCN(S(=O)(=O)c2cccs2)CC1)Nc1ccccc1	-4	3	-6	6	3.2	0	5	-5	-9
CC1(C)NC(=O)N(CCC(=O)Nc2ccc(C(C)(C)C)cc2)C1=O	-8	/	-2	3	1.6	-7	8	-15	/
COc1cccc(N(C(=O)c2ccco2)C(C(=O)NC2CCCC2)c2cccnc2)c1 (stereo not given)	15	-12	0	0	0.0	24*	-3	20	-13
COc1ccc(C2C(C(=O)c3ccccc3)N3c4ccccc4C=CC3C2[N+](=O)[O-])cc1 (stereo not given)	10	/	1	7	7.6	-7	-8	3	/
Cc1ccc(C)c(N2CCN(C(=O)c3cccn4c(=O)c5sccc5nc34)CC2)c1	1	-17	-3	1	0.6	-10	-1	6	-13
CCN1C/C(=C/c2ccc(OC)c(O)c2)C(=O)/C(=C/c2ccc(OC)c(O)c2)C1	14	-16	0	2	0.2	-8	-1	2	-8
O=C(O)c1ccc([N+](=O)[O-])c2c1C(=O)c1ccccc1C2=O	-9	1	-5	0	-0.6	-4	4	6	-6
COc1cccc(-c2c(C(=O)N/N=C/c3ccco3)nnn2-c2nonc2N)c1	-4	-9	35*	5	16*	-5	10	0	-6
Cc1ccc(NC(=O)CN(C)C(=O)c2cccc(S(=O)(=O)NCc3ccccc3)c2)cc1	8	-8	-4	2	0.3	3	-2	8	-3
Cc1cc(C)c(C)c(S(=O)(=O)N2CCN(C(=O)c3ccncc3)CC2)c1C	-10	-16	-2	3	1.3	-9	4	-3	-4
CC(C)(C)N(Cc1ccccc1)C(=O)COC(=O)[C@@H]1CCCN1C(=O)c1cccs1	0	-28	-3	7	0.8	7	4	-3	-4
CCc1ccc(NC(=O)c2n[nH]c(=O)c3ccccc23)cc1	-16	-7	-4	0	0.3	-7	10	13	-5

15 neighbouring entries out of the list so far, quoted:
SMILES	CHRM1 antagonist	CHO parental Ca	M1 ag	M4 ag	CHO-K1 Ca ag	CHO-K1 Ca antag	CHRM1 PAM	CHRM4 antagonist	OXTR potentiator
Cc1cc(C#N)c2ccccc2n1	22	5	0	0	0.1	21	-7	1	-11
O=C(NCCCN1CCOCC1)c1cccc(S(=O)(=O)N2CCc3ccccc3C2)c1	-18	-19	-4	6	0.2	5	17	-3	-1
CCN(CC)C(=O)COC(=O)c1ccc(C)c(NC(=O)c2ccco2)c1	0	-9	-2	1	0.1	-4	5	-7	-12
O=C(COC(=O)C1CCN(S(=O)(=O)c2cccs2)CC1)Nc1ccccc1	-4	3	-6	6	3.2	0	5	-5	-9
CC1(C)NC(=O)N(CCC(=O)Nc2ccc(C(C)(C)C)cc2)C1=O	-8	/	-2	3	1.6	-7	8	-15	/
COc1cccc(N(C(=O)c2ccco2)C(C(=O)NC2CCCC2)c2cccnc2)c1 (stereo not given)	15	-12	0	0	0.0	24*	-3	20	-13
COc1ccc(C2C(C(=O)c3ccccc3)N3c4ccccc4C=CC3C2[N+](=O)[O-])cc1 (stereo not given)	10	/	1	7	7.6	-7	-8	3	/
Cc1ccc(C)c(N2CCN(C(=O)c3cccn4c(=O)c5sccc5nc34)CC2)c1	1	-17	-3	1	0.6	-10	-1	6	-13
CCN1C/C(=C/c2ccc(OC)c(O)c2)C(=O)/C(=C/c2ccc(OC)c(O)c2)C1	14	-16	0	2	0.2	-8	-1	2	-8
O=C(O)c1ccc([N+](=O)[O-])c2c1C(=O)c1ccccc1C2=O	-9	1	-5	0	-0.6	-4	4	6	-6
COc1cccc(-c2c(C(=O)N/N=C/c3ccco3)nnn2-c2nonc2N)c1	-4	-9	35*	5	16*	-5	10	0	-6
Cc1ccc(NC(=O)CN(C)C(=O)c2cccc(S(=O)(=O)NCc3ccccc3)c2)cc1	8	-8	-4	2	0.3	3	-2	8	-3
Cc1cc(C)c(C)c(S(=O)(=O)N2CCN(C(=O)c3ccncc3)CC2)c1C	-10	-16	-2	3	1.3	-9	4	-3	-4
CC(C)(C)N(Cc1ccccc1)C(=O)COC(=O)[C@@H]1CCCN1C(=O)c1cccs1	0	-28	-3	7	0.8	7	4	-3	-4
CCc1ccc(NC(=O)c2n[nH]c(=O)c3ccccc23)cc1	-16	-7	-4	0	0.3	-7	10	13	-5

(continued)
SMILES	CHRM1 antagonist	CHO parental Ca	M1 ag	M4 ag	CHO-K1 Ca ag	CHO-K1 Ca antag	CHRM1 PAM	CHRM4 antagonist	OXTR potentiator
CN(C)S(=O)(=O)c1ccc(C(=O)NCC2CC2(Cl)Cl)cc1 (stereo not given)	1	-9	-3	2	3.5	-17	2	4	-2
Cc1ccc(-c2nn(CCC(N)=O)c(=O)c3ccccc23)cc1	-10	-8	-6	0	-1.2	-9	7	-6	-1
CCNC(=O)CN(Cc1ccccc1)S(=O)(=O)c1ccccc1	-8	-3	-4	0	1.2	-25	12	-1	2
Cc1cc(C)c(S(=O)(=O)N2CCCCC2CCNC(=O)C(=O)NCc2cccnc2)c(C)c1 (stereo not given)	7	-6	-7	3	-0.6	15	-2	-5	-7
COC(=O)Nc1ccc(S(=O)(=O)N2CCCC(C(=O)N3CC(C)OC(C)C3)C2)cc1 (stereo not given)	6	-9	-1	1	16*	1	7	-7	-10
O=S(=O)(NCCSc1ccc(Cl)cc1)c1ccc(F)cc1	-11	-13	-6	2	0.9	-7	8	-5	-5
COC(=O)c1cccc(NC(=S)N2CCCCC2)c1	8	-3	-3	1	0.2	0	-5	2	-4
O=C(O)CCN1C(=O)c2ccc(Oc3ccc4c(c3)C(=O)N(CCC(=O)O)C4=O)cc2C1=O	-10	-3	-5	-1	0.4	-3	12	11	-4
CN(C)C(=O)c1ccc(-n2nc(C(F)(F)F)c3c2CCCC3)cc1	-3	-13	-5	0	0.6	-5	3	3	-7
Cc1ccc(NC(=O)c2nc[nH]c2C(=O)NCCCNC(=O)c2[nH]cnc2C(=O)Nc2ccc(C)cc2)cc1	-4	-16	-4	2	0.5	-12	3	6	-2
CC(C)NC(=O)c1cc(C2CCCCN2C(=O)c2ccccc2)on1 (stereo not given)	-2	/	-9	0	0.2	-9	-1	0	/
CC(OC(=O)c1ccc(S(=O)(=O)NCc2ccco2)cc1)C(=O)Nc1ccccc1 (stereo not given)	-19	-5	3	8	2.6	-6	12	-25	-8
O=C(CNC(=O)c1cccc(-n2cccc2)c1)Nc1ccccc1Br	-3	/	-3	1	-0.2	-16	2	-21	/
COc1ccc(NC(=O)CN(C)C(=O)c2cc(-c3ccco3)nc3ccccc23)cc1	2	-19	-5	15	3.4	-1	-1	-2	-3
CC(C)C1(C2CCCC2)NC(=O)NC1=O (stereo not given)	-12	/	0	0	0.2	3	2	-4	/
CC(NC(=O)Cc1ccccc1)C1COc2ccccc2O1 (stereo not given)	-11	-15	-6	2	0.7	-10	11	0	-4
COc1ccc(NC(=O)C(C)Sc2nnc(C3CC3)n2C2CC2)cc1 (stereo not given)	-4	-21	-5	0	0.5	-8	4	7	-2
COc1ccc(-n2cc(CN[C@H]3CCCCNC3=O)c(-c3cccc(F)c3)n2)cc1	-8	-21	-1	4	1.0	-6	4	0	-5
CSc1ccc(/C=N/NC(=O)COc2ccc(Br)cc2Cl)cc1	3	-13	-8	1	0.7	-4	-4	-4	-1
C=CCNc1nc(-c2ccccn2)nnc1-c1ccccc1	-2	-5	-5	0	0.1	-5	-3	-4	3
COC(C(=O)Nc1ccnn1C1CCN(Cc2ccccn2)CC1)c1ccccc1 (stereo not given)	0	-12	-1	1	0.1	2	9	0	-1
CC(C)c1ccc(-c2nnn(CC(=O)N3CCCCC3)n2)cc1	-10	-7	5	4	4.2	-10	5	-8	-2
COc1ccc(C(=O)c2cn[nH]c2-c2cc(C)ccc2O)cc1	4	-4	-2	2	5.6	-8	-3	0	-1
C=C[C@]1(C)C=C2C(=O)[C@@]3(O)OC(=O)[C@@]4(CCCC(C)(C)[C@H]34)[C@@]2(O)CC1	6	/	6	10	5.0	11	10	-8	/
